From PubChem
Yeast growth tox: Inhibitors of S. cerevisiae growth, toxicity; S. cerevisiae wild-type growth, A595 turbidity, 16 h; growth inhibition, % at 25 µM (by protocol); 30,000 compounds, 0.3% hits;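 active = mutant and wild-type yeast strains alike exhibit over 30% growth inhibition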;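 also: 0% = untreated cell controls and 100% = YPD media blanks without cells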
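Incubation: 16 h growth with compound, 30 °C; Material: S. cerevisiae wild-type or eIF2Bepsilon-R284H mutant strain; Signal: turbidity measured as absorbance at 595 nm; Medium: YPD yeast growth medium; Measure: growth inhibition (%) versus cell controls and blanks; Doses: 25 µM single dose.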
eIF2B yeast act: modulators of yeast eIF2B activity | 27,000 compounds, 0.91% hits | inhibition, % at 25 µM (by protocol) | AID 688 | S. cerevisiae eIF2B-epsilon R284H, GCN4-lacZ luminescence;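 active = mutant luminescence inhibited past about 50% while wild type luminescence and mutant growth stay under set limits, limit read from the data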; also: some compounds called inactive have numbers as strong as hits
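Times: 16 h growth with compound at 30 °C, 90 min Beta-Glo step; Assay system: yeast eIF2B-epsilon R284H mutant carrying GCN4–beta-galactosidase fusion; Measure: % inhibition of reporter signal and growth versus controls; Dosing: one concentration, 25 µM, 0.25% DMSO; Buffer or medium: YPD yeast growth medium; Measured by: Beta-Glo luminescence plus absorbance at 595 nm.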
Yeast growth tox inhibition %: further read-out of Yeast growth tox, marked with its call; growth inhibition, %; S. cerevisiae eIF2Bepsilon-R284H mutant growth, A595 turbidity, 16 h;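 each compound tested once at 25 µM; 0% equals untreated cells and 100% equals cell-free medium blanks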
eIF2B yeast act mutant toxicity: second read-out of eIF2B yeast act, no call of its own (marks repeat the call); growth inhibition, %; measured here: mutant yeast growth, toxicity;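 each compound tested once at 25 µM; zero equals untreated control growth and 100 equals blank medium absorbance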
* = called active by the depositor; . = not tested or not shown. Some of the compounds tested; rates above refer to the full screens.

SMILES	Yeast growth tox	Yeast growth tox inhibition %	eIF2B yeast act	eIF2B yeast act mutant toxicity
COc1ccc(OC)c(-n2nnnc2SCC(=O)Nc2cc(C)ccc2OC)c1	-51	-24	30	-24
COC(=O)c1ccc(NC(=O)c2ccc(N(C)S(C)(=O)=O)cc2)cc1	-51	-9	-19	-9
CC(=O)NC(CCS(C)(=O)=O)C(=O)Nc1c(F)cccc1F (configuration not stated)	0	6	.	.
O=C(c1cc2cc(Cl)ccc2oc1=O)N1CCCC1	15	-4	-2	-4
COC(=O)C(C)(C(=O)OC)c1ccccc1[N+](=O)[O-]	8	12	12	12
CNC(=O)c1cc2cccc(OC)c2oc1=O	17	-4	19	-4
CNC(=O)c1cc2cc(OC)ccc2oc1=N	5	-5	27	-5
Cc1cccc(NC(=O)CSc2nnc(-c3ccco3)c(-c3ccco3)n2)c1C	-2	20	-31	20
CC1(C)C(=O)OC(c2cccs2)C(C)(C)C1=O (configuration not stated)	19	7	-23	7
CCn1c2ccccc2c2cc(NC(=O)CSc3nnc(-c4ccc(OC)c(OC)c4)n3N)ccc21	-6	0	.	.
COc1cc2c(cc1OC)C(COc1ccc(F)cc1)N(C(=O)c1ccco1)CC2 (configuration not stated)	-4	13	18	13
COc1ccc(/C(O)=C2\C(=O)C(=O)N(CCN(C)C)C2c2cc(OC)c(OC)c(OC)c2)c(C)c1 (configuration not stated)	12	6	23	6
Cn1c(N/N=C/c2cccs2)cc(=O)n(C)c1=O	17	23	.	.
Cc1ccc(-c2nnn(CC(=O)Nc3ccccc3N3CCOCC3)n2)cc1	-25	21	26	21
CCOC(=O)N1CCC(NCCNC(=O)c2cccs2)CC1	-16	-3	22	-3
O=C(CN(c1ccc(F)cc1)S(=O)(=O)c1ccc2c(c1)OCCO2)NCc1cccnc1	11	10	10	10
Cc1cc2oc(=O)cc(CN3CCCc4ccccc43)c2cc1C	-3	-18	11	-18
Cn1c2ccccc2c2cc(C(=O)O)ccc21	26	24	13	24
COc1ccc(Cn2c(=O)[nH]c3cc(C(=O)NCCCN4CCCC4=O)ccc3c2=O)cc1	-18	-15	10	-15
CC12C=CC3(CN(Cc4ccccc4)C(=O)C3C1C(=O)NCc1ccco1)O2 (configuration not stated)	5	4	12	4
COc1ccc(-c2nc(SC)n(C(=O)c3ccco3)n2)cc1	-20	-9	0	-9
Cc1csc(NC(=O)CSc2nnc(-c3ccco3)n2C)n1	12	-10	-2	-10
CCN(CC)CCNC(=O)c1ccccc1C(=O)c1ncc[nH]1	12	21	9	21
C=C(c1ccc(OCCO)cc1)c1ccc(OCCO)cc1	-27	0	5	.
O=C(CNC(=O)c1ccc(Cl)cc1Cl)NCC(=O)Nc1ccccc1N1CCOCC1	11	0	26	.
CCC(CC)C(=O)NCCc1ccc(S(N)(=O)=O)cc1	-5	2	4	2
CCC(C)NC(=O)CC(c1ccc(OC)cc1)n1cccc1 (configuration not stated)	1	-14	19	-14
O=c1oc2ccccc2n1Cn1c(=O)oc2ccccc21	0	-8	25	-8
CC(C)NC(=O)NC(=O)CSc1nnc(COc2ccccc2F)n1C(C)C1CC2CCC1C2 (configuration not stated)	-7	4	.	.
CC1CCC2(CC1)SCC(=O)N2c1ccccc1 (configuration not stated)	-1	-3	.	.
Cc1ccc(S(=O)(=O)N2CCCC(C(=O)NCCC3=CCCCC3)C2)cc1 (configuration not stated)	-26	-11	15	-11
O=C(NCCc1ccccc1)c1noc2c1CCc1ccccc1-2	-30	-25	27	-25
Cc1c(NC(=O)CC(O)(C(F)(F)F)C(F)(F)F)c(=O)n(-c2ccccc2)n1C	2	3	33	3
COc1cccc(NC(=O)CCCOc2cc(=O)n(C)c3ccccc23)c1	-35	-28	.	.
CN(CC(=O)N1CC=C(c2ccccc2)CC1)S(=O)(=O)c1cnc[nH]1	14	16	-6	16
N#Cc1nc(-c2ccco2)oc1N1CCC(C(N)=O)CC1	8	20	21	20
Cn1ncc2c(Nc3cccc(C(=O)O)c3)ncnc21	6	14	2	14
COc1cc2c(cc1NC(=S)Nc1cccc(C(F)(F)F)c1)oc1ccccc12	2	19	4	19
Cc1nc(NC2=NCN(Cc3ccc4c(c3)OCO4)CN2)nc2ccccc12	17	8	-29	8
Cc1cc(OCC(F)(F)C(F)(F)C(F)(F)C(F)F)nc(N)n1	17	-20	20	-20

Taken from above.
Under eIF2B yeast act mutant toxicity, Cn1ncc2c(Nc3cccc(C(=O)O)c3)ncnc21 is entered as 14
Under Yeast growth tox inhibition %, CCC(C)NC(=O)CC(c1ccc(OC)cc1)n1cccc1 (configuration not stated) is entered as -14
Under eIF2B yeast act, O=C(CN(c1ccc(F)cc1)S(=O)(=O)c1ccc2c(c1)OCCO2)NCc1cccnc1 is entered as 10
Under Yeast growth tox, Cc1cc2oc(=O)cc(CN3CCCc4ccccc43)c2cc1C is entered as -3
Under Yeast growth tox, CCOC(=O)N1CCC(NCCNC(=O)c2cccs2)CC1 is entered as -16
Under Yeast growth tox inhibition %, Cc1c(NC(=O)CC(O)(C(F)(F)F)C(F)(F)F)c(=O)n(-c2ccccc2)n1C is entered as 3

Grouped by structure: those above with a thiophene ring, fused or not.
SMILES	Yeast growth tox	Yeast growth tox inhibition %	eIF2B yeast act	eIF2B yeast act mutant toxicity
CC1(C)C(=O)OC(c2cccs2)C(C)(C)C1=O (configuration not stated)	19	7	-23	7
Cn1c(N/N=C/c2cccs2)cc(=O)n(C)c1=O	17	23	.	.
CCOC(=O)N1CCC(NCCNC(=O)c2cccs2)CC1	-16	-3	22	-3

Carrying on:
SMILES	Yeast growth tox	Yeast growth tox inhibition %	eIF2B yeast act	eIF2B yeast act mutant toxicity
CC(C)N(C(=O)Cn1c(SCC(=O)NCc2ccc3c(c2)OCO3)nc2ccccc21)C(C)C	10	-27	.	.
COCCN1Cc2cccc(C(=O)Nc3cc(OC)ccc3OC)c2C1=O	11	-5	18	-5
CC(CC(=O)NCc1ccccc1)C1CCCO1 (configuration not stated)	1	-9	-21	-9
COCc1[nH]nc2c1C(c1cccc(OC)c1)C(C#N)=C(N)O2 (configuration not stated)	4	3	26	3
COc1ccc(S(=O)(=O)N[C@H](C(=O)N2CC[C@@]3(O)CCCC[C@H]3C2)c2ccccc2)cc1	0	-8	-1	-8
COc1cc(OC)c(-c2nn3c(-c4cccnc4)nnc3s2)cc1OC	-11	-7	0	-7
O=C(NC(Cc1ccc2c(c1)OCO2)C(=O)NC(Cc1ccccc1)C(=O)O)c1ccccc1 (configuration not stated)	24	13	19	13
O/N=C1\CCCc2nnc3c(c21)CCCC3	4	5	13	5
CCC(C)[C@H](NC(=O)NCc1ccccn1)C(=O)OC (some centres not stated)	-27	18	-24	18
COC(=O)c1cc(OC)c(OC)cc1N=CC1=C(O)CC(C)(C)CC1=O	10	4	21	4
COc1cccc(CNC(=O)N[C@@H](CC(C)C)C(=O)O)c1	8	-10	11	-10
Cc1cc(=O)oc(C)c1C(=O)N1CCN(Cc2ccc3c(c2)OCO3)CC1	10	3	-23	3
COc1ccc(-n2c(SCCC#N)nnc2-c2cc(Cl)ccc2OC)cc1Cl	-8	-18	18	-18
O=C(CSc1nnc(-c2ccncc2)n1-c1ccc(Cl)cc1)NCc1cccs1	1	0	1	.
O=C(NCC(=O)N(Cc1ccco1)C(C(=O)NC1CCCC1)c1cccnc1)c1cccs1 (configuration not stated)	14	4	8	4
CCCSc1nc(C)c(CC(=O)OCC)c(=O)[nH]1	11	4	13	4
OC(CN1CCOCC1)CN(c1ccccc1)c1ccccc1 (configuration not stated)	1	7	-9	7
Cc1nn(-c2ccccc2)c(C)c1NC(=O)c1ccc(S(=O)(=O)N2CCCC2)cc1	-3	0	26	.
CCOc1ccccc1NC(=O)NS(=O)(=O)c1ccc(C)cc1	6	9	10	9
COCCCNc1nc(-c2ccncc2)nc2ccccc12	.	.	5	.
CN(CCO)c1c2c(nc3cc(-c4cccc(F)c4)nn13)CCCC2	0	-19	-6	-19
CCN1C(=O)C(CC(=O)Nc2cc(C)ccc2C)SC1=Nc1ccc(S(N)(=O)=O)cc1 (configuration not stated)	-16	-8	-5	-8
Cc1cccc(C(=O)NCCN2CCN(c3ccccc3)CC2)c1	-3	5	11	5
COc1cccc(CNC(=O)Nc2cccs2)c1	9	10	-9	10
CC(C)CC(c1nnnn1CC1CCCO1)N1CCN(c2nc3ccccc3s2)CC1 (configuration not stated)	9	-16	22	-16
CCOC(=O)c1[nH]c2cc(OC)c(OC)cc2c1NC(=O)CN(C)C1CCCCC1	14	-4	13	-4
CC1CN(C(=O)C2CCCCC2)C(C)CN1C(=O)C1CCCCC1 (configuration not stated)	-9	-22	6	-22
COc1ccc(CCNC(=O)c2nc3ncccn3n2)cc1OC	.	.	-29	.
COc1ccc(N2C(=O)CSC2c2ccncc2)cc1 (configuration not stated)	-7	5	-100	5
CCc1nnc(NC(=O)CSc2nnc(-c3ccc(S(=O)(=O)N(CC)CC)cc3)n2CC)s1	2	19	10	19

Overlap with the part before: seven compounds, followed by the next part.
SMILES	Yeast growth tox	Yeast growth tox inhibition %	eIF2B yeast act	eIF2B yeast act mutant toxicity
COc1cccc(CNC(=O)Nc2cccs2)c1	9	10	-9	10
CC(C)CC(c1nnnn1CC1CCCO1)N1CCN(c2nc3ccccc3s2)CC1 (configuration not stated)	9	-16	22	-16
CCOC(=O)c1[nH]c2cc(OC)c(OC)cc2c1NC(=O)CN(C)C1CCCCC1	14	-4	13	-4
CC1CN(C(=O)C2CCCCC2)C(C)CN1C(=O)C1CCCCC1 (configuration not stated)	-9	-22	6	-22
COc1ccc(CCNC(=O)c2nc3ncccn3n2)cc1OC	.	.	-29	.
COc1ccc(N2C(=O)CSC2c2ccncc2)cc1 (configuration not stated)	-7	5	-100	5
CCc1nnc(NC(=O)CSc2nnc(-c3ccc(S(=O)(=O)N(CC)CC)cc3)n2CC)s1	2	19	10	19
CCn1c(C(=O)N2CCCC(C(=O)NCCc3ccc(C)cc3)C2)cc2sccc21 (configuration not stated)	-10	10	-4	10
CCCn1c(=O)c2c(c3ccccc31)OCC(=O)N2	11	26	24	26
CCN(CC)C(=O)Sc1cccc2cccnc12	18	14	23	14
O=C(Cn1cnc2c(cnn2-c2ccccc2)c1=O)N1CCN(c2ccc(F)cc2)CC1	-13	-48	13	-48
O=C(CCn1c(=O)sc2ccccc21)NC1=NCCS1	18	23	22	23
Cc1nc(-c2coc3cc(OCC(=O)O)ccc3c2=O)cs1	-53	-19	23	-19
CCOC(=O)c1cc2c(n(-c3ccc(C)cc3)c1=O)CCCC2=O	15	-14	-27	-14
CCSc1nnc(NC(=O)CCc2ccccc2)s1	2	16	16	16
COc1ccc(C)c2sc(N3CCCC3)nc12	12	0	35	.
Cc1ccc(N=C2SCCCN2C(=O)c2ccco2)cc1Cl	0	-15	23	-15
O=C(c1cnn2c(C(F)(F)F)cc(-c3ccccc3)nc12)N1CCCc2ccccc21	4	0	.	.
CCN1CCN(C(=O)C(C)N(c2ccc(C)cc2)S(C)(=O)=O)CC1 (configuration not stated)	3	-19	.	.
O=c1cc(CSc2nnnn2-c2ccccc2)nc2nc[nH]n12	13	-27	18	-27
CN1C(=O)NC2(O)C(=O)c3ccccc3C12O (configuration not stated)	8	3	.	.
O=C(NCc1cn2ccsc2n1)c1cccc(C(F)(F)F)c1	24	14	23	14
CCS(=O)(=O)Nc1c(C)n(C)n(-c2ccccc2)c1=O	16	0	13	.
COc1ccc(CCNC(=O)c2nnn(-c3cccc(C)c3)c2N)cc1OC	13	18	.	.
Cc1nn(C)c(C)c1NC(=O)c1ccc(Cl)cc1	11	15	22	15
O=S(=O)(NCc1ccccc1)c1ccc(S(=O)(=O)N(Cc2cccs2)CC2CCCO2)cc1 (configuration not stated)	-15	-8	.	.
Cc1ccc(C(=O)OCC(=O)Nc2ccccc2N2CCOCC2)cc1	12	-12	-48	-12
Cc1cc(C(F)(F)F)nc(SCC(=O)NC2CC3CCC2C3)n1 (configuration not stated)	5	12	18	12
C=CCCCCCCCCC(=O)Nc1c[nH]c(=O)[nH]c1=O	3	-10	5	-10
Cc1cc(C)c(NC(=O)NC(=O)c2cccc(F)c2)c(C)n1	13	4	22	4
COC1=CC(=O)OC12CCCCC2	4	-14	11	-14
COc1ccc(CCC(=O)NCc2cn3ccsc3n2)cc1	10	12	27	12
